Rpn11 block = Rpn11 (PSMD14) deubiquitinase inhibitors, primary screen, biochemical, fluorescence polarization, uHTS; 26S proteasome non-ATPase regulatory subunit 14 (Homo sapiens), O00487; human 26S proteasome, Ub4-pepOG fluorescence polarization; 20S core pre-blocked with epoxomicin; calls only at 20 µM; 360,000 tested, 0.59% active; AID 588493, 2011;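 active = inhibition at 20 µM, scaled to each plate's controls, above about 33%, limit read from the data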
Target sequence (O00487 whole entry, looked up): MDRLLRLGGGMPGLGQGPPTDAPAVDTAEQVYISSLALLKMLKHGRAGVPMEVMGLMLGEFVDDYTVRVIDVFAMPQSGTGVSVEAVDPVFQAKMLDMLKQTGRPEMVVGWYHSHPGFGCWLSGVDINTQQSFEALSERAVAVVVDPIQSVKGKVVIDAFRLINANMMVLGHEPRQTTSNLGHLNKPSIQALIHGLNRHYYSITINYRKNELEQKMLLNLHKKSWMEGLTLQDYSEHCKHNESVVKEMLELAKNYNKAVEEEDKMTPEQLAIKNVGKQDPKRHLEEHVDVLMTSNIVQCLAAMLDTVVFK
SUMO1 PPI mod = modulators of SUMO1 protein-protein interactions, primary screen, biochemical, uHTS; SUMO1 binding to a labelled peptide, TR-FRET, 1 h; 360,000 tested, 0.33% active; inhibition, % at 20 µM; Small ubiquitin-related modifier 1 (Homo sapiens), P63165; in the data active = inhibition above about 37%
Target sequence (P63165 whole entry, looked up): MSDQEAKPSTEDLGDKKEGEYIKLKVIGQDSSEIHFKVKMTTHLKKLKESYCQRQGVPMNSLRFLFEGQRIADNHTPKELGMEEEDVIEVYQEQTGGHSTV
DNMT1 inh = human DNMT1 methyltransferase inhibitors, primary screen, biochemical, molecular beacon, fluorescence, HinP1I cleavage, uHTS | DNA (cytosine-5)-methyltransferase 1 (Homo sapiens), P26358 | inhibition (reported as % activation of signal), % at 10 µM | 360,000 tested, 0.83% active; in the data active = inhibition above about 50%
NadD inh = inhibitors of S. aureus NadD, primary screen, biochemical, colorimetric, uHTS | AID 602399, 2012 | 360,000 tested, 0.78% active | inhibition, % at 20 µM | purified NadD enzyme, colorimetric absorbance read-out | Nicotinate-nucleotide adenylyltransferase NadD (Staphylococcus aureus N315); in the data active = inhibition above about 26%; also: some compounds past the cut are filed as inactive
STEP block = STEP phosphatase inhibitors, primary screen, biochemical, fluorescence intensity, uHTS; recombinant STEP, OMFP fluorogenic substrate; inhibition, % at 20 µM; 360,000 tested, 0.25% active; AID 588621, 2011; Tyrosine-protein phosphatase non-receptor type 5 (Homo sapiens), P54829;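 active = inhibition at 20 µM, scaled per plate between control wells, above about 37%, limit read from the data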;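 also: 0% = DMSO with enzyme and substrate and 100% = substrate only without enzyme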
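Material: STEP (striatal-enriched tyrosine phosphatase) enzyme, cell-free | Medium: 50 mM Bis-Tris pH 6.0 with 2.5 mM DTT and 0.005% Tween 20 | Read-out: Percent inhibition scaled to no-enzyme and uninhibited-enzyme controls, plate-pattern corrected | Signal: Fluorescence read at 480 nm ex / 540 nm em | Times: 20 min reaction, room temperature, in the dark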
Scp1 inh = Scp-1 phosphatase inhibitors, primary screen, biochemical, colorimetric, uHTS | inhibition, % at 20 µM | 340,000 tested, 0.88% active | Carboxy-terminal domain RNA polymerase II polypeptide A small phosphatase 1 (Homo … | Recombinant Scp1, phosphopeptide, malachite green phosphate absorbance;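 active = inhibition above about 50% at 20 µM, limit read from the data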;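 also: plate controls were DMSO wells with enzyme for no effect and wells lacking enzyme for full effect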
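Test system – truncated SCP-1 phosphatase (76-261aa) · Reagent – Phosphorylated 17-residue peptide substrate · Incubation – 45 min room-temperature reaction, 5 min colour, 30 min stabiliser · Detection – colorimetric phosphate reagent with accelerator and stabiliser, absorbance at 630 nm · Measure – % inhibition at 20 µM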
LMPTP inh = LMPTP phosphatase inhibitors, primary screen, biochemical, fluorescence intensity, uHTS; inhibition, % at 20 µM; Low molecular weight phosphotyrosine protein phosphatase (Homo sapiens), P24666; recombinant LMPTP-A, OMFP fluorogenic substrate; 360,000 tested, 0.22% active;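 active = compounds that cut the enzyme signal by at least half of the control window in the single-dose screen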;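 also: plate controls were DMSO wells with enzyme plus substrate for no effect and substrate without enzyme for full effect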
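Test system: LMPTP-A phosphatase enzyme; input: 0.625 nM LMPTP-A final; reagent: OMFP substrate, 400 µM final; compound dosing: 20 µM single dose, 3% DMSO; incubation: 50 min dark incubation at room temperature; measured by: endpoint fluorescence intensity from OMFP dephosphorylation; measure: % inhibition relative to no-enzyme and uninhibited control wells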
MLLE-PAM2 inh = inhibitors of PABP1 MLLE–PAM2 peptide binding, primary screen, biochemical, fluorescence polarization, FITC-PAM2, GST-MLLE; Polyadenylate-binding protein 1 (Homo sapiens), P11940; inhibition, % at 20 µM; 360,000 tested, 0.36% active; in the data active = inhibition above about 35%, passing the limit was not always enough;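 also: plate controls were DMSO wells with GST-MLLE for no effect and wells lacking GST-MLLE protein for full effect; some results filed as inactive read as strong as hits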
Target sequence (P11940 whole entry, looked up): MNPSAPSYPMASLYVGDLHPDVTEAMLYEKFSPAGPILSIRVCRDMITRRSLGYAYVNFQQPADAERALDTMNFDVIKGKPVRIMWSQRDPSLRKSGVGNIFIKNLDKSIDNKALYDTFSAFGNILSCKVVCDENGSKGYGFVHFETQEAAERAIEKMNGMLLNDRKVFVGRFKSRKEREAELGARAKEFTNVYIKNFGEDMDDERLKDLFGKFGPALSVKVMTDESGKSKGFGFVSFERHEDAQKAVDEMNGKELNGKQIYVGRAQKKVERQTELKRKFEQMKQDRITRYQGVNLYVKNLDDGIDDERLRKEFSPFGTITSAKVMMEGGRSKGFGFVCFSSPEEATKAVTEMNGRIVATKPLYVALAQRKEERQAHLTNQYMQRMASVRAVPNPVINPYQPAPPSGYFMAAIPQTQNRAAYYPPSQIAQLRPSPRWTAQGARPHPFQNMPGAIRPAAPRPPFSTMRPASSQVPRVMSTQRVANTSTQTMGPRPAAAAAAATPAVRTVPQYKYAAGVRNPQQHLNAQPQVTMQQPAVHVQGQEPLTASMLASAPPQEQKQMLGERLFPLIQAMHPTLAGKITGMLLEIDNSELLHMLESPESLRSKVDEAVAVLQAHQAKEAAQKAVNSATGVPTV
TbMetRS inhib = T. brucei MetRS inhibitors, primary screen, biochemical, luminescence; methionyl-tRNA synthetase (Trypanosoma brucei brucei); purified T. brucei MetRS, ATP depletion, Kinase-Glo luminescence; inhibition, % at 11.9 µM; 360,000 tested, 0.4% active; AID 624268, 2012;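 active = inhibition above a per-plate cutoff of the control wells' mean inhibition plus 3 SD, cut at about 5.5% in these data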;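 also: 0% = DMSO wells median and 100% = median of wells with control inhibitor compound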
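Dosing: 11.9 µM single point; system: parasite MetRS enzyme; technique: luminescence of leftover ATP; times: 15 min enzyme-compound preincubation, 2 h reaction, 10 min detection, 25 °C; replicates: each compound tested once; read-out basis: percent inhibition relative to median high and low control wells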
CSN deneddyl inh = inhibitors of CSN-mediated cullin deneddylation, primary screen, biochemical, fluorescence polarization, uHTS; COP9 signalosome complex subunit 5 (Homo sapiens), Q92905; Purified CSN, SCF-Nedd8-OG deneddylation; inhibition, % at 12.5 µM; 360,000 tested, 0.38% active; AID 651999, 2013;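 active = pattern-corrected inhibition above about 35%, with an unprinted fluorescence ratio check between 0.5 and 1.5, limit read from the data, passing the limit was not always enough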;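 also: 0% = enzyme with substrate and 100% = substrate without enzyme; some results filed as inactive read as strong as hits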
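Assay system: Purified human Csn5 enzyme expressed in HEK293T cells | Amount: Enzyme 0.24 nM | Measured by: Fluorescence polarization readout | Medium: Tris/NaCl/DTT buffer, pH 7.5 | Compound dosing: One concentration, 12.5 µM, 0.25% DMSO | Times: 90 min incubation of compound, enzyme and substrate at room temperature | Control set: no-enzyme wells high, enzyme-with-substrate wells low | Read-out: % inhibition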
The depositor's hits bear a star; i = inactive; nt = not tested or not shown.

Each structure is followed by: Rpn11 block | SUMO1 PPI mod | DNMT1 inh | NadD inh | STEP block | Scp1 inh | LMPTP inh | MLLE-PAM2 inh | TbMetRS inhib | CSN deneddyl inh
#1 O=C(NC1CCCC1)C(NS(=O)(=O)c1cccc2nsnc12)c1ccccc1 (centres undefined)
    i | -23.6 | 2.1 | -6.8 | -2.2 | -4.3 | 0.4 | -11.3 | -2.7 | -1.9
#2 COc1cc(C(=O)OCC(=O)Nc2c(F)c(F)c(F)c(F)c2F)cc(OC)c1OC
    i | -7.8 | -2.6 | -3.4 | -2.0 | -10.1 | -0.8 | -17.9 | -0.7 | 0.1
#3 CC(=O)c1c(C)[nH]c(C(=O)NCc2cccs2)c1C
    i | 8.3 | 4.0 | 1.9 | -1.7 | 11.3 | 1.2 | -10.1 | -1.0 | 3.6
#4 Cc1ccc(S(=O)(=O)N(C)C2(C)CCS(=O)(=O)C2)cc1 (centres undefined)
    i | 7.7 | -0.7 | -1.4 | -1.9 | 5.7 | -0.7 | 3.5 | -0.2 | 3.3
#5 COc1ccc(N2Cc3cccc(C(=O)N4CCOCC4)c3C2=O)cc1
    i | -0.1 | -0.3 | -0.5 | 4.6 | 0.5 | -1.9 | -17.3 | 0.0 | 1.2
#6 Cc1c(Br)c(C(F)(F)F)nn1CC(=O)NCCN1CCOCC1
    i | 1.6 | 0.8 | -2.3 | -0.8 | -6.3 | -1.0 | 14.7 | -0.6 | -2.5
#7 COc1ccc([C@H]2CC(=O)C=C(c3cccc(C#N)c3)C2)cc1
    i | -24.5 | -4.6 | -12.3 | 1.5 | -8.7 | 0.3 | 7.1 | -0.1 | 1.8
#8 c1ccc(Cn2nnnc2CN2CCOCC2)cc1
    i | -1.4 | 2.9 | -5.1 | -0.3 | -2.2 | -1.0 | -0.2 | -0.3 | -0.8
#9 CCCOc1ccc(C(=O)NNC(=S)NC(=O)c2cccs2)cc1
    i | 10.8 | 0.2 | 13.2 | 2.7 | -2.4 | 0.7 | 27.9 | -0.1 | -3.5
#10 FC(F)(F)c1ccc(Cl)c(NC2=NCCCCC2)c1
    i | -1.7 | -0.1 | -2.2 | -2.7 | 6.2 | -0.1 | -5.6 | 0.5 | -5.4
#11 N#Cc1ccccc1S(=O)(=O)N1CCN(Cc2cccs2)CC1
    i | -0.2 | 0.5 | 1.4 | -1.6 | nt | -1.6 | 5.4 | -0.3 | 2.1
#12 O=C(c1ccccc1)N1CCN(C(=O)C23CC4CC(CC(C4)C2)C3)CC1
    i | 1.4 | 0.0 | 0.1 | -2.2 | -3.3 | -1.3 | 1.9 | -0.3 | 0.4
#13 CCOC(=O)c1sc(=NC(=O)/C=C/c2cccs2)n(C)c1C
    i | 0.6 | 10.1 | 0.7 | 0.3 | 14.9 | -0.1 | 6.6 | -0.9 | -1.5
#14 O=C(Nc1ccccc1N1CCCCC1)c1ccc([N+](=O)[O-])o1
    i | -44.4 | -4.5 | 1.5 | -1.8 | -6.8 | -4.5 | 17.6 | -0.2 | 2.2
#15 Cc1onc(-c2c(F)cccc2Cl)c1C(=O)NCCc1ccc(S(N)(=O)=O)cc1
    i | -1.1 | -2.0 | -1.1 | 0.3 | -1.8 | -0.8 | -3.1 | -0.8 | -1.5
#16 CC(=O)COC(=O)c1cc(-c2ccc(C)cc2)nc2ccccc12
    i | -4.5 | 0.8 | 0.5 | -2.5 | 1.0 | -1.3 | 9.6 | -1.1 | 0.3
#17 Cc1cc(NC(=S)Nc2ccc(C)c(Cl)c2)n[nH]1
    i | 7.4 | -1.2 | 2.8 | -1.5 | -2.6 | -0.4 | -24.4 | 0.1 | 4.1
#18 CCc1nnc(NC(=O)Cn2nc(-c3ccc(OC)c(OC)c3)ccc2=O)s1
    i | -11.6 | 1.1 | -3.3 | -1.0 | 4.6 | -1.3 | 0.9 | -0.2 | -2.4
#19 CCc1ccc(S(=O)(=O)NCc2csc(C)n2)cc1
    i | 6.0 | -0.9 | 1.2 | -0.8 | -12.3 | -1.3 | 19.6 | -0.2 | -5.2
#20 CN(C)c1nnnn1-c1cccc(Oc2ncc(C(F)(F)F)cc2Cl)c1
    i | -0.9 | 0.9 | -4.6 | 1.2 | -6.0 | 1.2 | -0.7 | 0.1 | 5.6
#21 Cc1cc(N/N=C/c2ccc(N(C)C)cc2)nc(NCc2ccccc2)n1
    i | 4.0 | -7.8 | 8.3 | 19.5 | -10.9 | 8.1 | 8.8 | -1.0 | -5.4
#22 Cc1ccn2c(NC(=O)c3ccco3)c(-c3ccccc3)nc2c1
    i | 3.0 | 1.6 | 6.5 | -2.3 | -7.7 | 0.0 | 13.3 | -0.7 | -0.1
#23 CSc1ccc(Cl)c(C(=O)OCC(=O)N2CCN(c3ccccc3)CC2)c1
    i | -1.9 | -0.1 | -4.5 | 3.2 | 6.8 | 1.7 | 0.7 | -0.5 | -2.2
#24 Fc1ccccc1Nc1n[nH]c(=S)s1
    i | 0.3 | 3.4 | 9.8 | -1.5 | 12.5 | 4.2 | 13.6 | -0.7 | -12.5
#25 Cc1ccc(-n2nc3c(c2NC(=O)CCC2CCCCC2)CS(=O)C3)cc1 (centres undefined)
    i | 5.5 | -1.1 | 1.4 | 2.3 | -6.0 | 0.1 | -0.1 | -0.2 | 4.2
#26 CCc1cc2c(SCC#N)ncnc2s1
    i | 0.2 | 3.8 | -1.9 | 2.6 | -4.5 | 0.4 | 4.6 | 0.2 | 5.5
#27 C=C(C)Cn1c2ccc(NC(=O)NCCc3cccs3)cc2c(=O)n1C
    i | -10.0 | -6.4 | 4.7 | 1.4 | nt | -0.5 | 13.8 | -0.1 | 3.7
#28 CC1CCN(C(=O)c2cc(Cl)ccc2NC(=O)c2ccco2)CC1
    i | 0.7 | -2.4 | -1.2 | 1.3 | -7.9 | -0.9 | 0.3 | 0.1 | 0.2
#29 CC(C)n1c(=S)[nH]c2c1c(=O)[nH]c(=O)n2C
    i | 1.9 | 0.2 | 14.4 | -8.3 | -3.6 | 1.1 | -29.8 | -0.8 | 2.1
#30 CCCNC(=O)COC(=O)c1cc(-c2ccc(OC)cc2)nc2ccccc12
    i | -5.7 | 1.4 | -8.5 | 1.8 | -6.1 | 1.5 | 1.0 | -0.7 | 3.2
#31 Cc1cc(C)cc(N(CC(=O)N2CCn3c2nc2ccccc23)S(=O)(=O)c2c(C)noc2C)c1
    i | 1.3 | 1.5 | 14.6 | 1.0 | -6.1 | 1.0 | -1.0 | -0.6 | 1.4
#32 COc1ccc(NC(=O)CN(C)CC(=O)Nc2cccc3ccccc23)c(OC)c1
    i | -6.8 | -0.1 | -3.5 | 0.3 | -4.0 | -1.3 | -12.6 | -0.6 | -0.7
#33 CN(C(=O)CSc1nc2cc(Cl)ccc2c(=O)n1Cc1ccco1)C1CCS(=O)(=O)C1 (centres undefined)
    i | 1.0 | 0.6 | 7.4 | -0.7 | -1.4 | -0.4 | 16.7 | -0.3 | 4.3
#34 COC(=O)CCN1CCC(c2cc(-c3cccc(C(F)(F)F)c3)n[nH]2)CC1
    i | -0.1 | -7.4 | -6.4 | -1.5 | 0.8 | -2.8 | 2.2 | -1.4 | 1.6
#35 COc1cccc(NC(=O)CC(C)=O)c1
    i | 0.6 | 0.7 | -3.4 | 3.2 | -1.3 | 0.1 | -11.9 | -0.7 | 2.9
#36 COc1cc(Cl)ccc1OCc1cc(C(=O)N[C@H]2CCCCNC2=O)no1
    i | 6.0 | -0.6 | -7.6 | -2.7 | -6.9 | -0.4 | -12.7 | -0.1 | -1.0
#37 COc1cccc(CN(C)C(=O)c2ccc(S(=O)(=O)Nc3cccc(C)c3C)cc2)c1OC
    i | 2.8 | -1.4 | -7.9 | 0.6 | nt | -0.3 | -7.6 | -0.2 | 0.7
#38 CCC1CCCCN1C(=O)CCCOc1ccccc1 (centres undefined)
    i | 1.5 | 2.1 | -4.9 | 2.1 | -6.7 | 0.2 | 3.0 | -0.8 | 1.0
#39 COc1ccc(N(C)C(=O)c2ccc3nc(-c4ccccc4)c(-c4ccccc4)nc3c2)cc1
    i | -11.3 | -5.4 | 2.1 | 2.9 | -19.6 | 4.5 | -5.8 | -0.8 | -2.9
#40 CCCCNC(=O)CSc1nnc(NC(C)=O)s1
    i | 0.6 | 2.5 | -3.1 | -3.0 | 17.6 | 2.4 | -2.6 | -0.4 | -3.9
#41 Cc1cccc(C)c1NC(=O)CNC(=O)c1ccc(N2CCOCC2)c([N+](=O)[O-])c1
    i | -21.6 | 3.0 | 1.0 | -0.9 | nt | 0.3 | -17.2 | -0.5 | -6.5
#42 O=C(OCC(=O)c1ccc(Cl)s1)c1cncc(Br)c1
    i | -3.8 | 27.3 | 9.8 | 0.0 | -4.3 | 0.5 | -20.7 | 0.2 | 5.2
#43 COC(=O)/C=C1\OCc2cccc(C)c21
    nt | -0.1 | nt | nt | nt | nt | 3.2 | nt | -0.6 | -3.1

An unsorted share of the library; any-hit rate near 3.6%.
